NPR2 activator = GC-B (human) receptor activation; HEK293-GC-B cells, CNP EC30, cGMP TR-FRET; 0% at EC30 CNP, 100% saturating CNP; actives 0.11% (n = 370,000); AID 1920062; P20594; activation, % at 10 µM;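 active = activation at 10 µM reaching about 35% in either raw or pattern-adjusted values, limit read from the data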
rCAG binder = molecules binding r(CAG) RNA repeats. r(CAG) RNA repeat, TO-PRO-1 dye displacement fluorescence. actives 1.3% (n = 370,000). inhibition, % at 3 µM;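 active = inhibition above the plate cutoff, the mean of all test compounds on that plate plus 3 SD, cut at about 35% in these data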;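 note: 0% = DMSO alone and 100% = 100 µM mitoxantrone as full dye displacement; higher means more dye released from RNA so lower well fluorescence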
PRMT1 FP inh = PRMT1 (human) inhibition, primary screen. Q99873. recombinant PRMT1, activity-based probe fluorescence polarization. inhibition, % at 2.79 µM. actives 1.3% (n = 370,000);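 active = inhibition above about 21% made by adding two undisclosed values, limit read from the data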
mABHD4 FP = ABHD4 (mouse) inhibition, primary FP screen. AID 720543. Q8VD66. inhibition, % at 8.92 µM. actives 0.54% (n = 370,000). purified mABHD4, FP-Rh probe fluorescence polarization;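 active = inhibition exceeding the mean over every tested compound plus 3 SD, cut at about 30% in these data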;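 note: 0% = plate median of compound wells and 100% = S159A mutant with DMSO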
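assay system = mABHD4 protein | compound dosing = single nominal dose of 8.92 µM, 0.89% DMSO final | read-out basis = percent inhibition of probe binding, normalized to plate controls | schedule = Enzyme–compound pre-incubation 45 min, then probe 60 min, both 25 °C | detection = fluorescence polarization, excitation 525 nm, emission 598 nm, BODIPY TMR filters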
GC-A act = GC-A (human) enzyme activation; activation, % at 10 µM; HEK293 GC-A cells, cGMP TR-FRET, EC30 ANP; 0% at EC30 ANP, 100% saturating ANP; actives 0.14% (n = 370,000); AID 1671463; P16066; in the data active = activation above about 40%
Target sequence (P16066 whole entry, looked up): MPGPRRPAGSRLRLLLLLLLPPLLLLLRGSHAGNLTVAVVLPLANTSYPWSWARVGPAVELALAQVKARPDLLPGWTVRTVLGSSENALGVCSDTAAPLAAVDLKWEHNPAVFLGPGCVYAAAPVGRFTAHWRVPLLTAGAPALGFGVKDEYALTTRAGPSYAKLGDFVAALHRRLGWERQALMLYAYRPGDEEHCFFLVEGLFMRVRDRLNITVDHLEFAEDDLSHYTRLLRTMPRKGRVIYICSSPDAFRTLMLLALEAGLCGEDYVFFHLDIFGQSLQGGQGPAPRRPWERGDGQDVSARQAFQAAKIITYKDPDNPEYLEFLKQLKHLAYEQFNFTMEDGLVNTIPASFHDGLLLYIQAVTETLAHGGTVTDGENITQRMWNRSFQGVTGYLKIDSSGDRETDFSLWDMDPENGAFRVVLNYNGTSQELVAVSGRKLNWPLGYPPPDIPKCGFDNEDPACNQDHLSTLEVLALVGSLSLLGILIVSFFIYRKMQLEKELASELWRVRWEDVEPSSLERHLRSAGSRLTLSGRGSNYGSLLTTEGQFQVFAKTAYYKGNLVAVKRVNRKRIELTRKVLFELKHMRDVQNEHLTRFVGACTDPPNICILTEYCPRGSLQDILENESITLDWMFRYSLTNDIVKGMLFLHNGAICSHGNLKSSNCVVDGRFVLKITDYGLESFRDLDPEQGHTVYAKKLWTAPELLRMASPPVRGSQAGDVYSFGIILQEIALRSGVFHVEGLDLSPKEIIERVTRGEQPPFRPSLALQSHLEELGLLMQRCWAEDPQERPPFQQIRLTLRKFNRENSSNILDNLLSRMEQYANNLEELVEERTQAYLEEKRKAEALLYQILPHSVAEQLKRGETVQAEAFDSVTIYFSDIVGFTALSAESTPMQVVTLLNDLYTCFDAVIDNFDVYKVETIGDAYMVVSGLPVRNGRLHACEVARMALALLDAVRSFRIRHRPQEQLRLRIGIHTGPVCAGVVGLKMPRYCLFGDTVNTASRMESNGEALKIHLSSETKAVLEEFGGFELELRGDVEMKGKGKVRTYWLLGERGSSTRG
UHRF1 MBD2 ctr = UHRF1 methyl-DNA binding inhibition. UHRF1 binding to methylated oligo, TR-FRET. inhibition, % at 4.4 µM. actives 0.75% (n = 370,000). AID 687016. Q96T88; in the data active = inhibition above about 21%;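 note: UHRF1 SRA domain binding a hemimethylated CpG hairpin DNA probe; 0% = median of test compound wells and 100% = reference inhibitor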
HTRA1 inh = blocks human HTRA1 serine peptidase; actives 0.5% (n = 340,000); inhibition, % at 5.96 µM; recombinant HTRA1, FP-rhodamine activity-based probe, fluorescence polarization; Q92743; in the data active = inhibition above about 36%;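 note: 0% = enzyme with DMSO and 100% = wells lacking enzyme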
MBD2 DNA inh = inhibitors of human MBD2 binding to methylated oligonucleotide. Q9UBB5. TR-FRET. inhibition, % at 4.4 µM. actives 0.31% (n = 370,000); in the data active = inhibition above about 13%
SIAE inh = blocks human sialic acid acetylesterase; Q9HAT2; SIAE FP-Rh probe binding, fluorescence polarization; inhibition, % at 9.66 µM; actives 0.69% (n = 370,000); AID 1053197;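 active = inhibition above a cutoff: mean of compounds within the control limits plus 3 SD of those, cut at about 17% in these data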;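 note: 0% = plate median of compound wells and 100% = probe without SIAE protein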
TCR-CD3 inh = inhibitors of human TCR-CD3 interaction | AID 651800 | actives 0.37% (n = 360,000) | inhibition, % at 9.4 µM | TAMRA-labeled TCR probe fluorescence, biochemical; in the data active = inhibition above about 19%;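 note: recombinant mutant TCR 2C K166C tagged with TAMRA read by polarization; 0% = receptor in buffer alone and 100% = receptor with positive control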
An asterisk follows results filed as active; / = not tested or not shown. These rows are one share of the data. The share of hits here may be higher or lower than overall.

Sequence of screens: PRMT1 FP inh	UHRF1 MBD2 ctr	HTRA1 inh	TCR-CD3 inh	GC-A act	mABHD4 FP	rCAG binder	SIAE inh	MBD2 DNA inh	NPR2 activator
1	CCCOc1ccc(/C(O)=C2\C(=O)C(=O)N(CCCOC)C23C(=O)N(C)c2ccccc23)cc1 (stereo not given)
 : 1	-1	-3	4	7	-2	8	7	1	13
2	O=C(/C=C/[C@H]1O[C@@H](n2ccc(=O)[nH]c2=O)[C@H](O)[C@@H]1O)NCCN1CCCCC1
 : 7	1	/	-4	-3	-8	2	1	4	1
3	O=C(CNC(=O)c1ccncc1)N/N=C/c1cc(Br)ccc1O
 : 1	4	1	-8	1	-11	-5	1	2	1
4	COc1ccc2c(C)nc(Nc3nc(C)c(C)c(=O)[nH]3)nc2c1
 : -4	-1	1	3	15	-3	26	14	2	1
5	CC(Sc1nnc2n1CCCCC2)C(=O)Nc1ccc(S(N)(=O)=O)cc1 (stereo not given)
 : -3	0	2	4	2	1	4	2	-5	-1
6	CCOC(=O)c1c(-c2ccccc2)nc2ccc(C)cn12
 : -1	-1	-12	5	-3	4	-2	4	0	-3
7	COc1cc(CNC(=O)c2ccc(Cn3nc(C)c(Cl)c3C)o2)cc(OC)c1
 : -1	-2	-8	5	-13	-12	-6	-2	-4	-6
8	COc1ccc(/C=N/NC(C)(C)C)c(OC)c1
 : 8	-1	3	3	4	10	0	7	-2	1
9	COc1ccc(Br)cc1CNC(=O)CCNC(=O)Cn1ccc2ccccc2c1=O
 : -2	-2	2	9	-6	-2	-4	-11	-5	6
10	CCN1CCCC1CNC(=O)c1cc(N)ccc1OC (stereo not given)
 : -2	5	/	5	1	15	1	-1	3	6
11	COc1ccc(C(=O)O/N=C2\CCCc3nonc32)cc1
 : -2	-4	6	1	1	3	-1	4	-3	0
12	Cc1nn(C)c(C(=O)Nc2ccc(Cl)c([N+](=O)[O-])c2)c1Cl
 : 4	3	-7	-1	3	0	-4	2	4	-2
13	Cc1ccc(S(=O)(=O)N2CCCCC2CCNC(=O)C(=O)NCCc2ccco2)cc1 (stereo not given)
 : 10	3	-5	-1	-6	-3	-4	6	5	5
14	COc1ccc2c(c1)C1(Nc3ccccc3C(=O)N1c1ccccc1)C(=O)N2 (stereo not given)
 : -4	-4	-6	-5	-7	0	0	5	-7	-5
15	Cc1sc(N)nc1C12CC3CC(CC(C3)C1)C2
 : -1	0	3	7	-1	11	-4	2	3	1
16	C=CCN(c1cccc(C(F)(F)F)c1)S(=O)(=O)c1cccc(C(=O)OCC(=O)NC)c1
 : -2	-2	-24	3	-1	-10	-4	5	-2	3
17	COc1ccc(S(=O)(=O)N2CCN(CC(=O)Nc3ccccc3OC)CC2)cc1
 : -1	-1	-2	3	-1	2	-4	2	0	2
18	Cc1cc(C)c2oc(C(=O)Nc3nnc(C(C)C)s3)cc(=O)c2c1
 : -2	-4	-1	0	-4	-2	4	-1	-3	-4
19	Cc1ccc(Cn2c(=N)n(CC(O)COc3ccccc3)c3ccccc32)cc1 (stereo not given)
 : -3	-1	-14	0	/	-6	18	2	-3	/
20	O=C(Nc1nc(-c2ccc3c(c2)OCO3)cs1)C1COc2ccccc2O1 (stereo not given)
 : -2	0	-30	6	8	-17	6	-13	6	2
21	Cc1ccccc1Oc1nc2ccccn2c(=O)c1/C=C(\C#N)C(=O)Nc1c(C)n(C)n(-c2ccccc2)c1=O
 : 1	2	5	0	-3	13	-4	4	1	2
22	COc1ccc(OC)c(S(=O)(=O)Nc2cccc3c(O)cccc23)c1
 : 0	0	/	3	0	10	15	8	-2	-2
23	CC(C)NC(=O)C1(C)CSCC(=O)N1C1CC1 (stereo not given)
 : -1	0	/	2	1	-3	2	0	2	1
24	COc1ccc(C(=O)N2CCC(C(=O)NCc3ccccn3)CC2)cc1
 : 2	2	2	-4	2	0	0	2	-2	-1
25	C#CCNc1cc(-c2ccccc2)nc2ncnn12
 : 2	1	8	-1	9	5	0	2	2	5
26	COc1ccc(-n2c(COc3ccc(C)cc3)nnc2SCC(=O)Nc2ccc(Oc3ccccc3)cc2)cc1
 : -4	-5	/	/	1	-6	5	-2	1	0
27	COc1ccc(-n2nc(C(=O)NCC(=O)NC3CCCCCC3)c3ccccc3c2=O)c(OC)c1
 : -5	0	1	3	-2	1	-4	7	-2	-2
28	COc1ccc(S(=O)(=O)N2CCOCC2)cc1NC(=O)COc1ccc2c(C)cc(=O)oc2c1
 : 2	4	0	-2	1	-2	10	8	-3	5
29	CCOC(=O)N1CCN(C(=O)CSc2cc(C)nc3c(-c4ccccc4OC)c(C)nn23)CC1
 : -3	3	-3	5	-3	0	-1	2	-7	1
30	COc1ccc(CNC2CCC23CCCCC3)cc1OC (stereo not given)
 : -6	0	/	/	-4	2	/	3	-2	-1
31	CCCN1C(=O)c2ccccc2NC1c1cc(OC)c(OC)c(OC)c1 (stereo not given)
 : 1	0	4	-1	1	-15	-3	5	2	-3
32	CN(C)Cc1c(-c2ccc(Cl)cc2)nc2ccccn12
 : -1	1	-1	-8	7	0	-3	0	3	3
33	CCOC(=O)C(NC(C)=O)C(=O)Nc1ccc(C(C)C)cc1 (stereo not given)
 : 2	1	7	1	4	4	0	5	9	0
34	COCCCNC(=O)CC1Oc2ccccc2NC1=O (stereo not given)
 : -6	0	-7	4	0	4	1	-3	-3	-1
35	COc1ccc(NC(=O)c2ccc(COCC(F)(F)F)cc2)cc1OC
 : 1	4	-3	-1	-5	3	-5	0	4	0
36	Cc1c(S(=O)(=O)N2CCCC(C(=O)O)C2)cnn1C (stereo not given)
 : -2	3	2	4	2	2	-3	4	0	-3
37	CSc1c(SCc2ccccc2)cnn(Cc2ccccc2)c1=O
 : 43*	-6	-27	0	-4	-5	3	3	-2	-8
38	COc1ccc(C(=O)NCCc2nnc3ccc(SCC(=O)N4CCCCC4)nn23)cc1
 : 0	0	4	4	0	5	-5	1	-8	5
39	CCOC(=O)C1=C(N)N(c2ccc(N3CCCCC3)cc2)C(=O)C1
 : 0	7	8	-6	-1	-4	8	6	7	-2
40	Cc1cc(C)nc(NS(=O)(=O)c2ccc(NC(=O)c3ccc(S(=O)(=O)N4CC(C)OC(C)C4)cc3)cc2)n1 (stereo not given)
 : 2	7	-3	2	-3	8	32	-11	8	0
41	Cc1ccc(C(C)n2cc(C(=O)NCc3ccccn3)nn2)cc1 (stereo not given)
 : 1	-1	-4	-9	3	-2	-2	0	1	0
42	Cc1ccc(-c2nc(NC(=O)CSc3cc(C)c4ccccc4n3)ns2)cc1
 : -1	0	6	12	1	-1	2	-2	-5	6
43	COc1ccc(NC(=O)CN2C(=O)NC(C)(Cc3ccc(OC)c(OC)c3)C2=O)cc1 (stereo not given)
 : -3	4	-2	-4	1	-1	2	6	-3	0
44	CC1(C(=O)NS(=O)(=O)c2ccc(Cl)s2)CCN1C(=O)Cc1ccc(Cl)cc1Cl (stereo not given)
 : 4	1	/	2	-1	-1	40*	0	2	8
45	COc1cc(NS(=O)(=O)c2ccc(NC(=O)COc3ccccc3C)cc2)nc(OC)n1
 : 4	12	-3	0	3	8	45*	-6	0	0

PRMT1 FP inh, hit marks shown above.
item	molecule	PRMT1 FP inh	UHRF1 MBD2 ctr	HTRA1 inh	TCR-CD3 inh	GC-A act	SIAE inh	MBD2 DNA inh	NPR2 activator
37	CSc1c(SCc2ccccc2)cnn(Cc2ccccc2)c1=O	43*	-6	-27	0	-4	3	-2	-8

Remaining list, next part:
Sequence of screens: PRMT1 FP inh	UHRF1 MBD2 ctr	HTRA1 inh	TCR-CD3 inh	GC-A act	mABHD4 FP	rCAG binder	SIAE inh	MBD2 DNA inh	NPR2 activator
46	CCNC(=S)NCC
 : 2	2	0	-6	2	-1	0	-6	3	-1
47	CC(C)(C)NC(=O)C(c1cccs1)N(C(=O)C(=O)NC1CCCC1)c1ccccc1F (stereo not given)
 : 2	-1	-3	-3	-1	0	-9	-6	-4	-3
48	O=C(CSc1nc(-c2ccccc2)ns1)NCC1CCCO1 (stereo not given)
 : 2	-2	-6	8	2	3	-3	-1	0	-1
49	COc1cccc(C(=O)NC2CCCc3ccccc32)c1OC (stereo not given)
 : -2	1	2	-2	-4	9	0	5	-6	4
50	CCN(CC)P1(=O)OC(c2cc(OC)c(OC)c(OC)c2)=Nc2c1c(C)nn2-c1ccccc1 (stereo not given)
 : 1	5	3	-1	-4	-2	7	9	-5	-8
51	CC(C)C1C(=O)N(Cc2cn(CCC3OCCCO3)nn2)CCS(=O)(=O)N1Cc1ccc(-c2ccc(Cl)nc2)cc1 (stereo not given)
 : 5	1	-11	-8	-1	-13	7	1	7	-7
52	CC(C)(C)OC(=O)C[C@@H]1C/C=C\C[C@H](CC(=O)N(CCO)Cc2ccccc2)C(=O)N[C@@H](Cc2ccccc2)COC1=O
 : 2	2	-5	1	2	0	-8	2	-4	2
53	O=C(Nc1cccc(Cl)c1)C1COc2ccccc2O1 (stereo not given)
 : -3	-1	-10	7	-18	-9	-4	-1	-7	-18
54	CC(=O)C1=C(O)C(=O)N(CCC(=O)O)C1c1ccccc1[N+](=O)[O-] (stereo not given)
 : -1	-2	2	4	0	1	-2	11	-2	-7
55	Cc1ccc(S(=O)(=O)NCCCNS(=O)(=O)c2ccc(C)cc2)cc1
 : -1	3	10	8	0	-5	2	-5	-1	3
56	COCCNC(=O)c1c(CSc2ccc(Cl)cc2)noc1C(=O)NCc1ccccc1
 : 1	3	1	5	3	-10	-3	1	-2	7
57	COc1ccc(-n2nnnc2SCC(=O)c2ccc(OC)c(OC)c2)cc1
 : -3	3	-7	-4	2	5	1	9	2	0
58	CN(C)c1ccc(S(=O)(=O)N(C)C)cc1[N+](=O)[O-]
 : 1	-4	4	-5	1	1	-3	-3	-6	5
59	Clc1ccc2[nH]c(-c3ccccc3)cc2c1
 : -2	0	-9	7	7	-12	9	-12	-3	-5
60	CC(=O)OC(C(=O)NC1CCCCC1)c1ccc(C)cc1 (stereo not given)
 : 0	1	-1	-2	-3	1	-8	-3	0	3
61	NC(=S)N/N=C/c1ccc(-c2cccc([N+](=O)[O-])c2)o1
 : 5	-11	-3	3	-7	3	11	2	1	-3
62	CCCCCC(=O)NNC(=S)NC(C)=O
 : 14	6	-1	-6	-4	-9	1	-9	7	1
63	CCN1CCOC(CC(=O)Nc2ccc([N+](=O)[O-])cc2)C1=O (stereo not given)
 : 11	2	6	-11	3	9	11	-6	5	2
64	COC(=O)c1ccc2nc(-c3cccc(N)c3)cn2c1
 : -4	-6	5	-2	-4	-3	3	11	-4	-5
65	O=C(NC1CCCC1)C(c1ccccn1)N(C(=O)c1csnn1)c1ccccc1 (stereo not given)
 : -2	1	4	4	1	6	16	3	1	-7
66	COc1ccc2c(c1)O/C(=C\c1sccc1C)C2=O
 : 3	-4	-9	8	-2	-4	3	16	-2	-4
67	COc1ccc(Sc2nc(-c3ccccn3)ncc2OC)cc1
 : 0	8	62*	-7	-24	0	0	-9	8	-2
68	Cc1cn(CC(=O)N2CCN(c3ccccn3)CC2)c(=O)[nH]c1=O
 : -1	-1	5	1	4	-2	1	0	-4	1
69	CC[C@H](C)C(N)c1cn(C(CCCN=C(N)N)C(=O)N2CCNCC2)nn1 (stereo not given in full)
 : 2	5	7	-7	0	-6	-3	2	-4	6
70	O=[N+]([O-])c1ccc(COc2ccccc2CO)cc1
 : -9	-3	/	3	1	4	2	4	-2	1
71	Cn1c(CN2CCCCC2)nc2cc(NC(=O)c3ccc(Cl)cc3)ccc21
 : -2	-1	-15	-8	-20	-1	-1	6	5	9
72	CC(C)OP(=O)(CCP(=O)(OC(C)C)OC(C)C)OC(C)C
 : 0	-4	-4	-1	7	8	-10	2	2	2

Screening results (PubChem)
